Screens from PubChem.
Cneo AK release: causes C. neoformans cell lysis. adenylate kinase release luminescence, 4 h; normalised: neutral wells 0, clomiphene wells 100. lysis activity, % at 15 µM. actives 0.2% (n = 360,000);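 active = mean lysis activity across replicates of at least 80%, whatever share of replicates individually reach that level; inactive = mean lysis activity below 80%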
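read-out = cell lysis signal | test system = log-phase Cryptococcus neoformans yeast cells | input = cells at 5 × 10^6 per mL | medium = fresh YPD growth medium | signal = luminescent adenylate kinase detection reagent | timing = 4 h at 37 °C static, read 1 h later | dosing = single dose | controls = Clomiphene as positive lysis control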
FN deposit inh: fibronectin deposition inhibition; actives 0.086% (n = 350,000); AID 743247; AH1F fibroblasts, Alexa488-fibronectin deposition fluorescence, overnight; inhibition, % at 12.6 µM;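 active = mean inhibition across replicates of 30% or more, regardless of how many single replicates reach that level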;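 note: positive control wells lacked labelled fibronectin entirely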
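Assay system: AH1F fibroblast monolayer, labelled fibronectin deposition. Amount: 10000 cells per well. Also added: labelled fibronectin 24 nM. Compound: single-point pinned compound. Incubation: cell attachment 1 h, compound and FN exposure overnight. Detection: fluorescence after three HBSS washes, excitation 485 nm, emission 525 nm. Read-out: inhibition of fibronectin deposition signal.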
PGC1a acetyl inh: lowers PGC1a acetylation signal in U2OS cells; actives 0.17% (n = 350,000); AlphaScreen anti-acetyl-lysine; with virally co-expressed GCN5 acetyltransferase; inhibition, % at 15.6 µM;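 active = every replicate shows inhibition of at least 40%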;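 note: 0% = neutral control wells and 100% = positive control wells; some results beyond the cut were filed as inactive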
miR122 inh: blocks miR-122 activity in Huh7 sensor cells; Huh7 miR-122 Renilla luciferase sensor, 48 h; neutral wells = 0, positive control = 100; actives 0.3% (n = 340,000); AID 602342; activation (reporter increase), % at 12.5 µM;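 active = mean replicate activation score at least 90 and every replicate individually at or above 90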;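 note: higher luciferase means less miR-122 activity so hits act as miR-122 inhibitors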
Casp6 inh: caspase-6 (human) enzyme inhibition; AID 686996; purified caspase-6, Z-VEID-R110 cleavage fluorescence; actives 0.53% (n = 350,000); inhibition, % at 12.5 µM; P55212;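 active = mean inhibition across replicates at least about 35%, with every replicate also reaching that limit, limit read from the data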;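 note: 0% = median of neutral control wells and 100% = no fluorescence left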
Target sequence (P55212 24-179 limits assumed): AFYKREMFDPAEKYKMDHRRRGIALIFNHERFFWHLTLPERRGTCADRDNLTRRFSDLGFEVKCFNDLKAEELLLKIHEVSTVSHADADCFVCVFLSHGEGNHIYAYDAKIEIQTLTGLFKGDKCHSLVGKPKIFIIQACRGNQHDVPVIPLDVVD
Target sequence (P55212 194-293 limits assumed): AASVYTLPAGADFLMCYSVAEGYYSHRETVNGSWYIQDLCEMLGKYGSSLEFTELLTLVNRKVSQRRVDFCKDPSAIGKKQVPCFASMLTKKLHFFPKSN
LGR2 inh: Drosophila LGR2 receptor signaling inhibition; inhibition, % at 9.99 µM; AID 720647; actives 0.35% (n = 380,000); HEK293 LGR2, CRE-luciferase, bursicon-stimulated, 4 h;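 active = drop in luminescence signal, shown as inhibition above about 50% in the replicate tests, limit read from the data, passing the limit was not always enough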;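 note: agonist challenge used bursicon conditioned medium at about half maximal strength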
PAX8 reporter: lowers PAX8-driven luciferase in RMG-I cells; RMG-I TPO-luciferase reporter, SteadyGlo, 24 h; inhibition, % at 12.6 µM; actives 1.2% (n = 360,000);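 active = mean replicate inhibition at least 60% with every replicate also reaching 60%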;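 note: luciferase light reporting Pax8 driven TPO promoter activity; plate controls were median of neutral control wells for no effect and mitoxantrone controls for full effect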
EWS-Fli block: inhibitors of EWS/Fli oncoprotein transcriptional activity. AID 651661. inhibition, % at 12.6 µM. A673 NR0B1-luciferase reporter, viability-normalised. actives 0.67% (n = 350,000);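 active = mean inhibition of at least 50% after viability correction, with every replicate also passing that limit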;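 note: firefly luciferase signal divided by Alamar Blue viability fluorescence both relative to DMSO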
* = called active by the depositor; . = no result given; & = joins results of further samples; [ ] = another dose, or the depositor's remark.

SMILES	Cneo AK release	FN deposit inh	PGC1a acetyl inh	miR122 inh	Casp6 inh	LGR2 inh	PAX8 reporter	EWS-Fli block
COCCC(=O)N1CCC(Oc2ccc(C(=O)NCc3cccc(C)n3)cc2)CC1	0	-6	-2	-4	1	-6	19	.
O=C(NCC1CCCO1)c1ccc(S(=O)(=O)Nc2ccccc2F)cc1 (configuration not stated)	.	1	.	.	1	3	-8	-1
COc1cccc(CN(C)C(=O)c2ccc3c(=O)n4c(nc3c2)CCC4)c1OC	-2	-2	-6	0	-1	-37	-75	-56
C[C@H]1CN([C@@H](C)CO)C(=O)CCCn2nncc2CO[C@H]1CN(C)C(=O)c1cc(-c2ccccc2)on1	-2&-2	-11&-8	1	-2	2&0	-14	-19&-7	-13&-12
C[C@@H]1CN([C@@H](C)CO)C(=O)Cc2cc(NS(C)(=O)=O)ccc2O[C@H]1CN(C)Cc1ccc(Cl)c(Cl)c1	5	.	6	-20[16.7 µM]	0	7	43	.
COc1ccc(NC(=O)Nc2ccc3c(c2)[C@H]2C[C@@H](CC(=O)NCc4ccccn4)O[C@@H](CO)[C@H]2O3)cc1	9	.	-1	1[16.7 µM]	-1	-9	6	-1
CSCCC(C(=O)N1CC2(C)CC1CC(C)(C)C2)N1C(=O)c2ccccc2C1=O (configuration not stated)	-1	-3	6	10	.	.	11	.
Cc1cccc(OCCCCNCc2ccccc2)c1	.	-5	-7	.	13	-30	12	4
O=c1oc2ccccc2c(Nc2ccc(Cl)cc2)c1[N+](=O)[O-]	.	-7	.	.	4	8	11	24
CC1CCCC(C)N1CC(O)COCc1ccccc1 (configuration not stated)	-1	1	.	2	-3	9	21	6
C[C@H]1CN([C@@H](C)CO)C(=O)c2cc(Br)cnc2O[C@@H]1CN(C)S(C)(=O)=O	5&2	-3&0	5&2	-4	1&1	6&11	-21	13&0
O=C(Nc1ccc(N2CCOCC2)cc1)c1cc(F)c(F)cc1Cl	-1	.	-11	6	.	-4	.	.
N#CCCN(C(=O)COC(=O)C1=NNC(=O)CC1)c1ccccc1	0	-7	.	2	-2	-19	8	-5
Cc1cc(C)cc(Cn2c3ccc(NC(=O)NCc4ccc(F)cc4)cc3c(=O)n2C)c1	1	6	9	80	.	32	23	0
CCOC(=O)c1[nH]c2ccccc2c1NC(=O)CC	0	1	-3	-1	1	-8	30	11
COC(=O)C[C@@H]1CC[C@@H]2[C@@H](COc3ccc(NC(=O)Nc4cccc(C)c4)cc3C(=O)N2C)O1	-6	-8	-1	-13[16.7 µM]	1	-7	-10	-5
CCOC(=O)N1CCC(N2C(=O)c3ccccc3C2Nc2ccc(C)cc2)CC1 (configuration not stated)	-1	-3	.	.	1	-9	3	11
O=C(Nc1cc([N+](=O)[O-])ccc1O)c1ccc2c(c1)C(=O)N(Cc1ccco1)C2=O	0	4	.	.	42*	-20	-11	.
COc1ccc(-n2c(-c3ccc(Cl)cc3)n[nH]c2=S)c(OC)c1	-2	-8	-10	2	12	5	-13	-8
CCC/C=C1/CCCOC(C(=O)NCc2ccc(C)o2)(C(F)(F)F)C1 (configuration not stated)	2	11	-30	1	1	-6	6	13
CCOc1ccc(C(=O)Nc2cccc([N+](=O)[O-])c2)cc1Br	.	10	-20	-14	0	-24	-32	-47
CCN(C(=O)CSc1nnc(C)n1-c1cccc(C)c1)C1CCS(=O)(=O)C1 (configuration not stated)	3	-4	23	21	-3	-10	-2	5
COc1ccc(C(C(C(=O)c2cccs2)N2CCOCC2)N2CCOCC2)cc1OC (configuration not stated)	-1	0	4	11	.	.	6	.
CC(C)(C)C(=O)COC(=O)CNC(=O)c1ccc(Oc2ccccc2)cc1	-1	-10	2	-9	.	.	3	.
C=CCn1c(SCC(=O)Nc2ccccc2CC)nnc1-c1ccncc1	.	.	5	-9	0	6	.	5
The list goes on.
SMILES	Cneo AK release	FN deposit inh	PGC1a acetyl inh	miR122 inh	Casp6 inh	LGR2 inh	PAX8 reporter	EWS-Fli block
CCC(=O)N1[C@H](CO)[C@H]2c3ccccc3N(C(=O)c3cnccn3)C[C@H]21	0	-10	11	-23[16.7 µM]	4	-25	-4	-11
C[C@H](CO)N1C[C@H](C)[C@@H](CN(C)C(=O)c2cccc(F)c2)Oc2cc(-c3ccncc3)ccc2S1(=O)=O	-17	2	-9	6[16.7 µM]	-3	-11	-10	3
O=C(CCn1cnc2ccccc2c1=O)Nc1ccc2c(c1)OCCO2	5	1	6	-2	.	.	-31	.
CCOc1ccc(NC(=S)NC23CC4CC(CC(C4)C2)C3)cc1	0	-10	2	2	0	1	22	8
COc1cc(SC)ccc1C(=O)OCC(=O)NC1CC1	.	4	.	.	1	-18	-17	-6
c1ccc2cc(C3CCCCC3)ncc2c1	1	5	.	.	4	-49	-36	-82
C[C@@H]1Cn2cnc(C(=O)Nc3ccccc3)c2C(=O)N1	0	-4	.	-2	-1	-7	-11	-22
Cc1nc(NC(=O)CSc2nnc(C3CC3)n2N)c(Cl)cc1Cl	2	-14	-7	-1	3	-11	0	5
Cc1ccc(CNC(=O)Nc2ccc3c(c2)N(C)C(=O)CS3)cc1	.	7	10	.	0	-11	-11	7
[O-][n+]1onc2c1CCc1[nH]c(-c3ccccc3)nc1-2	0	-2	6	1	1	-28	-6	-1
Cc1ccc(C2=NN3C(C(=O)c4ccccc4)Oc4ccccc4C3C2)cc1 (configuration not stated)	0	-8	-9	114*	.	.	-136	.
N#Cc1c(NC(=O)c2ccco2)sc2c1CCC2	-2	.	.	3	48*	-73	-197	.
NCc1csc(Nc2cc(Oc3ccccc3)ncn2)n1	-1	-3	12	2	6	.	-11	-62
O=C(c1ccccc1)N(c1ccccc1)c1ccccc1O	.	2	.	.	8	12	-9	-1
COc1ccc2[nH]c(C(=O)O)c(NS(=O)(=O)c3ccc(C)cc3C)c2c1	3	9	-20	32	3	15	9	-2
CCNCc1cc2cc(C)ccc2[nH]c1=O	3	.	4	-3	5	4	.	-1
CCS(=O)(=O)Nc1ccc2c(c1)C(=O)N(C)[C@H]1CC[C@H](CC(=O)NCCCN3CCOCC3)O[C@H]1CO2	-2	9	1	-32[16.7 µM]	39*	-14	-10	10
COc1ccc(NC(=O)Nc2ccc3c(c2)C(=O)N([C@H](C)CO)C[C@H](C)[C@H](CN(C)Cc2ccc(C(F)(F)F)cc2)OCCCC[C@H](C)O3)cc1	2	4	-21	-8[16.7 µM]	0	8	99*	-3
O=C(N[C@@H]1CC[C@H](CCNC(=O)C2CCOCC2)O[C@H]1CO)c1ccccn1	1	-2	8	.	2	2	-10	-1
Cc1cc(C)cc(N2CC(C(=O)NC3CCCCC3)CC2=O)c1 (configuration not stated)	-1	2	-9	-2	-2	-20	-11	-2
CCC(=O)Nc1ccc2c(c1)C(=O)N(C)C[C@@H](OC)[C@H](C)CN(C(=O)Cc1cccnc1)[C@@H](C)CO2	-2	-5	9	-18[16.7 µM]	.	16	.	-1
CCOC(=O)C1=C(c2ccccc2)NC(=O)NC1c1cc(Cl)c(O)c(OC)c1 (configuration not stated)	.	-13	.	.	-1	1	-2	5
CCn1c(SCC(=O)Nc2ccc(OC)c(OC)c2)nnc1-c1cnccn1	-1	0	7	-2	-4	-4	14	.
C[C@H](CO)N1C[C@H](C)[C@H](CN(C)C(=O)c2cnccn2)Oc2ncc(-c3cccc(C#N)c3)cc2C1=O	-7	-13	5	.	.	-30	-11	-9
O=C(NCC1CCCN1S(=O)(=O)c1cccs1)c1ccccc1 (configuration not stated)	1	-2	1	-1	0	-11	-12	4

Reprinted from the part before: 4 entries, followed by the next part.
SMILES	Cneo AK release	FN deposit inh	PGC1a acetyl inh	miR122 inh	Casp6 inh	LGR2 inh	PAX8 reporter	EWS-Fli block
CCOC(=O)C1=C(c2ccccc2)NC(=O)NC1c1cc(Cl)c(O)c(OC)c1 (configuration not stated)	.	-13	.	.	-1	1	-2	5
CCn1c(SCC(=O)Nc2ccc(OC)c(OC)c2)nnc1-c1cnccn1	-1	0	7	-2	-4	-4	14	.
C[C@H](CO)N1C[C@H](C)[C@H](CN(C)C(=O)c2cnccn2)Oc2ncc(-c3cccc(C#N)c3)cc2C1=O	-7	-13	5	.	.	-30	-11	-9
O=C(NCC1CCCN1S(=O)(=O)c1cccs1)c1ccccc1 (configuration not stated)	1	-2	1	-1	0	-11	-12	4
COc1ccc(OC)c(NC(=O)COC(=O)CN(C)S(=O)(=O)c2ccc(C)cc2)c1	-1	-1	10	0	1	-5	9	-7
Nc1c(C(=O)NCc2ccco2)c2nc3ccccc3nc2n1CCc1ccc(F)cc1	1	1	-18	-5	.	.	.	.
C[C@@H]1CCCCO[C@H](CN(C)Cc2ccc3c(c2)OCO3)[C@H](C)CN([C@@H](C)CO)C(=O)c2cc(NC(=O)Nc3ccccc3)ccc2O1	11	0	-6	-1[16.7 µM]	0	-3	14	0
Cc1cnccc1CN(C)Cc1cn(C)nc1-c1cccc(Cl)c1	0	-2	.	14	8	-16	7	-11
O=C(Nc1ccccc1)N[C@@H]1CC[C@H](CCn2cc(-c3ccccc3F)nn2)O[C@H]1CO	.	.	-6	.	2	-16	.	-8
COc1ccc(C(=O)OCC(=O)NC(=O)CCSc2ccccc2)cc1	.	-4	.	.	0	6	-13	3
NS(=O)(=O)c1ccc(NC(=S)Nc2ccc(F)c(F)c2)cc1	.	2	6	.	-1	14	1	-19
Cc1ccccc1OCCC(=O)OCC(=O)N(C)c1c(N)n(Cc2ccccc2)c(=O)[nH]c1=O	1	.	.	-1	0	-2	-10	.
N#Cc1c(NC(=O)COC(=O)C2CC3C=CC2C3)oc(-c2ccccc2)c1-c1ccccc1 (configuration not stated)	5	-7	.	-6	.	.	10	.
CC(=O)c1cccc(NC(=O)N2C3CCC2CC(NC(=O)C2CC2)C3)c1 (configuration not stated)	.	0	.	.	-6	-16	1	0
Cc1ccc2cccc(OCC(=O)c3cc(C)n(Cc4ccco4)c3C)c2n1	.	-6	.	.	-1	23	-29	-22
O=C(C[C@H]1C=C[C@H](NC(=O)c2cccc(F)c2)[C@@H](CO)O1)NCCN1CCCC1	2	-1	10	.	0	24	-5	-5
O=C(COc1ccc2c(-c3ccccc3)cc(=O)oc2c1)NC1CCS(=O)(=O)C1 (configuration not stated)	-2	.	-3	-5	1	-1	.	0
CCc1ccccc1NC(=O)CC1CS(=O)(=O)CC1CC(=O)Nc1ccccc1CC (configuration not stated)	-3	0	-10	5	.	-3	-14	.
Cc1ccc(C(=O)O)cc1N1CCCC1=O	.	3	.	.	-2	7	22	9
CC1CCN(Cc2ccc(-c3nnn(CC(=O)NC4CCCCC4)n3)cc2)CC1	.	2	.	-1	1	2	0	2
Cc1c(C(=O)OC(C)C(=O)N(C)Cc2ccccc2)oc2ccccc12 (configuration not stated)	-4	-4	-4	-4	1	2	24	-3
COc1ccc(CC(=O)Nc2ccccc2C(=O)N2CCCC2)cc1	3	-4	9	-8	-2	-9	.	-3
CCNC(=O)C[C@@H]1C=C[C@@H](NC(=O)C2CC2)[C@H](CO)O1	-1	7	0	.	-2	4	-9	5
O=C1CNC(=S)N1CCc1ccc(O)c(O)c1	0	-14	-20	-11	-2	-7	4	25
COCCn1c(CN2CCN(c3cccc(Cl)c3)CC2)nc2c1c(=O)n(C)c(=O)n2C	1	-16	28	-2	-1	7	23	10
C=CCNC(=S)N/N=C/c1ccc(C(C)(C)C)cc1	.	-2	.	.	0	.	14	-4
Cc1ccccc1C1C(C#N)=C2N=C(N)c3c(sc4c3CCCCC4)N2C2=C1C(=O)CC(C)(C)C2 (configuration not stated)	4	6	-19	0	.	.	.	.

The order is random, and some 2.5% of all compounds hit somewhere here.
